Compound activity deposited in PubChem BioAssay by Sanford-Burnham Center for Chemical Genomics.
MPTP block = permeability transition pore inhibition. isolated mouse mitochondria, Ca2+ swelling absorbance, 30 min. inhibition, % at 10 µM. 360,000 tested, 1.4% active. AID 602449;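 active means inhibition of 50% or more, scaled per plate between neutral and stimulator controls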;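 further: 0% = DMSO wells given calcium and 100% = 1 mM EGTA wells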
SENP8 inh = SENP8 (human) protease inhibition. 360,000 tested, 0.64% active. recombinant SENP8, Nedd8 substrate fluorescence. inhibition, % at 20 µM. Q96LD8. AID 602440; in the data active means inhibition mostly above about 40%, no sharp cut-off; inactive means mostly below about 27%
Target sequence (Q96LD8 whole entry, looked up): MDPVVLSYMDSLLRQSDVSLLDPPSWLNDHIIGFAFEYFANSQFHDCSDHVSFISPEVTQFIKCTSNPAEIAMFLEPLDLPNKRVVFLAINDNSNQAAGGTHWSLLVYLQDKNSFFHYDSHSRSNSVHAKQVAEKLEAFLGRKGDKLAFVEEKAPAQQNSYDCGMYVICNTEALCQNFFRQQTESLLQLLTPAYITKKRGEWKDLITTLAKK
HKDC1 inhibitor = blocks human hexokinase HKDC1 activity; recombinant HKDC1, G6PDH/diaphorase resazurin coupled fluorescence; AID 493160; 340,000 tested, 0.16% active; inhibition, % at 20 µM;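 active means inhibition above about 35% when tested at 20 µM, limit read from the data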;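 further: plate controls were DMSO wells with enzyme for no effect and DMSO wells lacking enzyme for full effect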
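test system = in-house recombinant HK5 (HKDC1) enzyme | amount = HKDC1 at 5 µg/mL | control set = DMSO-enzyme wells negative, buffer-substituted wells positive | compound = one dose of 20 µM, 1% DMSO | schedule = reaction time 90 min, room temperature, protected from light | technique = resorufin fluorescence at 613 nm | reagent = glucose with 1 mM ATP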
SENP7 block = inhibitors of human SENP7 protease; Q9BQF6; recombinant SENP7, Z-RLRGG-aminoluciferin luminescence, 40 min; inhibition, % at 5 µM; 330,000 tested, 1.5% active;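 active means inhibition above about 50% at the single test dose, limit read from the data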;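 further: plate controls were DMSO with enzyme for no effect and no enzyme buffer wells for full effect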
Target sequence (Q9BQF6 706-1050 limits assumed): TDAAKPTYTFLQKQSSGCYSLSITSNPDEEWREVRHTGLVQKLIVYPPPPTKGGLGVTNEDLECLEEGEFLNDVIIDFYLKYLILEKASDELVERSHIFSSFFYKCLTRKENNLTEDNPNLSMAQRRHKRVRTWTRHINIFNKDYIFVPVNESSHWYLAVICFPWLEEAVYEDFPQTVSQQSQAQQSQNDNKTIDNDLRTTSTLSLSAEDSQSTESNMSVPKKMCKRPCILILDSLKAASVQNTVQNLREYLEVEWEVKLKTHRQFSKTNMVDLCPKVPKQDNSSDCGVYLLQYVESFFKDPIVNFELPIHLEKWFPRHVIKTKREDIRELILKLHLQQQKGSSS
SENP6 block = blocks the human protease SENP6. 330,000 tested, 1.8% active. Q9GZR1. inhibition, % at 10 µM. AID 2599. Recombinant SENP6 catalytic domain, aminoluciferin luminescence;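 active means inhibition above about 50% at the single tested dose, limit read from the data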;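 further: plate controls were DMSO wells with enzyme for no effect and DMSO wells lacking enzyme for full effect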
Target sequence (Q9GZR1 628-1112 limits assumed): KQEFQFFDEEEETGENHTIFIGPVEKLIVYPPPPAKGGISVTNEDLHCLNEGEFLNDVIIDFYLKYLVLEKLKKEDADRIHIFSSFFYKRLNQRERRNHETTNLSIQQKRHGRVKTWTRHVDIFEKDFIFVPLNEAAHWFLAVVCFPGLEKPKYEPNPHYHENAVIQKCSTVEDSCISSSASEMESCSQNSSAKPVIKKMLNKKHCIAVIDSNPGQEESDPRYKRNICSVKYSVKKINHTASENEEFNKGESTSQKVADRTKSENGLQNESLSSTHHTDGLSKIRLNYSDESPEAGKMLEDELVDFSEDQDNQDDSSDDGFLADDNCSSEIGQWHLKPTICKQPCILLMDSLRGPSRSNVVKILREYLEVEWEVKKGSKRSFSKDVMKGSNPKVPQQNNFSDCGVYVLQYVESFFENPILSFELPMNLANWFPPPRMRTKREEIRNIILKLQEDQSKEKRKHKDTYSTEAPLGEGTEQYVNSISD
NR3A LBD binder = modulates the human NR3A ligand-binding domain; Tm shift relative to glycine control, % at 25 µM; NR3A LBD differential scanning fluorimetry, Tm shift; 0% = protein alone, 100% = glycine-bound protein; 340,000 tested, 2.5% active;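 active means melting temperature shift of at least 10% of the positive control shift, at one fixed dose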
ATG4B inh = blocks human ATG4B protease cleavage of LC3 substrate | 340,000 tested, 0.51% active | inhibition, % at 8.33 µM | Q9Y4P1 | ATG4B cleavage of LC3-PLA2, NBD-HPC fluorescence, 1 h; in the data active means inhibition above about 40%
PfGluPho inh = PfG6PD (Plasmodium falciparum) enzyme inhibition | PfGluPho enzyme, NADPH resazurin-diaphorase fluorescence | inhibition, % at 20 µM | 350,000 tested, 0.78% active;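 active means inhibition reaching at least a set limit at 20 µM in the primary screen, cut at about 59% in these data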;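 further: 0% = DMSO wells with substrate and 100% = DMSO wells lacking glucose-6-phosphate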
The depositor's hits bear a star; i = inactive; · = not tested or not shown; & = joins results of further samples.

SMILES	MPTP block	SENP8 inh	HKDC1 inhibitor	SENP7 block	SENP6 block	NR3A LBD binder	ATG4B inh	PfGluPho inh
CCc1cc(CNC(=O)CCc2nnc(Cc3cccc(C)c3)o2)on1	-1.0	10.8	-2.8	2.7	-9.3	0.8	7.1	-11.2
Cc1cccc(-c2nc3c(c(SCC(N)=O)n2)CCCC3)c1	0.0	14.3	-12.7	-10.3	1.2	-0.2	9.6	-12.7
Cc1ccc(NC(=O)CS(=O)Cc2nc(-c3ccc(C)cc3)oc2C)cc1 (stereo unspecified)	-0.4	4.4	7.5	-13.1	-16.2	3.8	1.1	0.3
COc1ccccc1OCCNC(=O)CCNC(=O)c1ccccc1OC	-2.4	-2.0	-3.8	2.5	2.3	0.3	-10.9	3.6
O=C1CCC/C=C\C[C@H](CC(=O)N(CCO)Cc2ccccc2)C(=O)N2CCC[C@@H]2CO1	0.0	7.3	-0.9	10.1	-17.3	-0.5	-11.6	3.2
COCCCNC(=O)CNC(=O)c1cn(-c2ccccc2OC)c(=O)c2ccccc12	0.5	-13.4	-4.0	-3.1	6.7	-2.5	-27.3	-1.6
N#CC(NC(=O)OCc1ccccc1)c1ccccc1 (stereo unspecified)	-0.4	18.4	0.7	2.0	-8.6	-0.3	-0.5	3.6
Cc1ccccc1C(=O)N1CCC(n2nccc2NC(=O)C2CC2)CC1	-0.2	-0.1	-4.2	-0.5	-11.6	1.5	-3.2	1.5
CN1C2C=C3C(C#N)=C(N)C(C#N)(C#N)[C@@H](c4ccsc4)[C@@H]3C1CC2 (stereo partly specified)	·	·	0.7	17.3	-7.2	1.2	0.9	16.1
Cc1cc(C)cc(NC(=O)CN(Cc2ccccc2)S(C)(=O)=O)c1	-3.8	3.7	1.6	13.9	-10.0	0.9	-5.0	8.8
COc1ccc([C@H]2/C=C\CN(C(=O)c3ccccc3)[C@@H](C)C(=O)N2Cc2ccc(F)cc2)cc1	0.3	10.1	-3.4	-1.6	-2.5	-2.4	-2.7	7.4
CCOC(=O)CC1C(=O)NCCN1S(=O)(=O)c1ccc(Br)cc1 (stereo unspecified)	1.7	9.3	-10.8	1.8	2.2	-2.5	-2.8	0.6
CN(C(=O)c1cccc(NC(=O)Cc2ccc(NC(=O)C3CCN(C(=O)C4CCC4)CC3)cc2)c1)C1CCC1	4.1	2.0	-2.4	·	·	1.2	-4.4	-4.2
CC(=O)Nc1ccc(S(=O)(=O)N2CCN(c3cc(C)ccc3C)CC2)cc1	0.9	7.6	2.2	-1.1	-2.4	-6.8	14.1	-3.4
CC(=O)Nc1ccc(S(=O)(=O)c2c(N)n(CCN3CCOCC3)c3nc4ccccc4nc23)cc1	-1.1	-488.5	1.1	-8.7	-13.1	-3.8	-7.0	-22.1
CC#CCN1c2ccccc2[C@]23C[C@@H](C(=O)OC)N(C(=O)C4CCC4)C2=NC(C(=O)OC)=C(C(=O)OC)[C@H]13	-0.3	29.0	0.6	-1.9	3.7	0.8	-8.8	24.3
NNC(=O)CN(CCc1ccccc1)S(=O)(=O)c1ccc(Cl)cc1	0.3	-9.6	-4.5	0.2	-25.4	-1.5	6.3	-7.6
COC(=O)c1ccccc1NC(=O)c1cc2ncc(Br)cn2n1	-6.9	-254.7	-3.1	16.8	-15.3	8.0	-9.7	-2.1
CO/N=C(/CNC(=O)c1ccc(Cl)cc1Cl)c1ccc(Cl)cc1	0.0	21.6	0.4	-7.1	-10.4	-0.5	-2.7	9.7
C[C@H](CO)N1C[C@H](C)[C@@H](CN(C)S(=O)(=O)c2ccccc2)Oc2c(NC(=O)C3CCCCC3)cccc2C1=O	0.7	5.7	-3.0	-2.5	-18.1	0.6	-14.9	-2.7
COc1ccccc1N1CCN(C(=O)C(=O)N/N=C/c2ccccc2F)CC1	0.8	11.1	3.7	-1.7	-17.5	-9.3	2.3	8.1
COc1ccc(C(=O)Nc2ccc(NC(=O)C3CC3)cn2)cc1	-2.2	10.8	-0.9	2.2	28.7	-0.8	-5.5	-0.8
CCC(C)NC(=O)CCn1ccc2cc(S(=O)(=O)N3CCCC3)ccc21 (stereo unspecified)	-2.2	19.8	-4.1	6.4	-5.7	-3.2	-4.6	7.9
CC[N+]1(CC)CC2=Cc3ccccc3CC2C1 (stereo unspecified)	-0.4	-18.4	-2.6	5.4	-0.8	-1.9	-6.5	10.2
N#CC(OC(=O)c1ccccc1)c1ccccc1 (stereo unspecified)	-1.7	31.8	-3.3	·	·	-1.8	-3.3	1.6

Single records (already shown):
CN1C2C=C3C(C#N)=C(N)C(C#N)(C#N)[C@@H](c4ccsc4)[C@@H]3C1CC2 (stereo partly specified) is entered as MPTP block = ·; SENP8 inh = ·; HKDC1 inhibitor = 0.7; SENP7 block = 17.3; SENP6 block = -7.2; NR3A LBD binder = 1.2; ATG4B inh = 0.9; PfGluPho inh = 16.1
Cc1ccc(NC(=O)CS(=O)Cc2nc(-c3ccc(C)cc3)oc2C)cc1 (stereo unspecified) is entered as MPTP block = -0.4; SENP8 inh = 4.4; HKDC1 inhibitor = 7.5; SENP7 block = -13.1; SENP6 block = -16.2; NR3A LBD binder = 3.8; ATG4B inh = 1.1; PfGluPho inh = 0.3
CC(=O)Nc1ccc(S(=O)(=O)N2CCN(c3cc(C)ccc3C)CC2)cc1 is entered as MPTP block = 0.9; SENP8 inh = 7.6; HKDC1 inhibitor = 2.2; SENP7 block = -1.1; SENP6 block = -2.4; NR3A LBD binder = -6.8; ATG4B inh = 14.1; PfGluPho inh = -3.4

(listing goes on)
SMILES	MPTP block	SENP8 inh	HKDC1 inhibitor	SENP7 block	SENP6 block	NR3A LBD binder	ATG4B inh	PfGluPho inh
COc1ccccc1CNS(=O)(=O)CCNCc1ccco1	-3.3	5.2	-4.8	·	·	-1.1	·	1.0
CSCC[C@H](NC(=O)N1CCn2c1nc1ccccc12)C(=O)NCc1ccc(C)cc1	0.5	-0.2	2.2	-0.1	-0.8	-1.4	-19.1	10.6
COc1ccc2nc(NC(=O)c3c(C)noc3C)sc2c1	-0.4	i	2.9	82.6*	78.5*	-2.4	-1.0	8.4
CC(C)=CCN1CCN(Cc2cccc3nonc23)CC1CCO (stereo unspecified)	-1.3	7.0	-2.5	0.1	3.2	-0.6	9.0	-24.8
Cc1cccc(-c2nnc(SCC(=O)Nc3ncccn3)n2C)c1	0.7	1.5	3.9	-5.4	-18.7	-0.2	6.7	-1.6
O=C(CSC1=NS(=O)(=O)c2cc(F)ccc2N1)NCc1ccccc1	-0.4	4.1	-3.6	8.0	-9.3	1.9	2.5	-31.9
O=C(Cc1ccc(NC(=O)C2CCCN(C(=O)CCc3ccccc3)C2)cc1)Nc1cccc(C(=O)N2CCCCC2)c1 (stereo unspecified)	-2.4	2.6	7.3	·	·	-1.2	-1.8	-17.4
COc1ccc(CCNC2=NCCS2)cc1	-0.8	15.7	-1.1	4.6	-17.4	-1.5	1.3	-6.4
CC1CCN(S(=O)(=O)c2cn(CC(=O)N3CC(C)CC(C)C3)c(=O)c3ccccc23)CC1 (stereo unspecified)	0.7	5.4	-10.9	-0.6	5.2	-4.8	-3.8	-17.7
CSc1nc(-c2ccccc2)nn1S(=O)(=O)c1ccc(Cl)cc1	0.7	16.2	-2.4	-1.8	3.4	2.1	-7.8	-3.6
CCOc1ccc(NC2CCN(C(C)=O)CC2)cc1	-0.5	18.8	7.0	5.3	-0.3	1.7	-4.2	25.9
COc1ccc(C2=CC(=O)C[C@H](c3ccc4c(c3)OCO4)C2)cn1	1.1	3.5	8.9	3.2	2.7	-3.9	-1.9	19.9
CCOC(=O)C1=C(COC(=O)COc2cccc(C)c2C)NC(=O)NC1C (stereo unspecified)	-0.7	14.1	-2.2	-0.7	-15.0	-2.6	-11.9	15.2
Cc1noc(C)c1CSc1ccccc1C(=O)N1CCN(c2ccccc2)CC1	-0.8	21.3	6.1	4.3	-13.1	-2.1	-3.5	-11.4
COc1ccc(N2CCN(C3CCCN(C(=O)CSC)C3)CC2)cc1 (stereo unspecified)	4.5	20.4	-2.0	-8.0	-12.2	5.8	9.7	1.8
O=C(COC(=O)c1cc(=O)[nH]c2ccccc12)Nc1ccc(Cl)c(S(=O)(=O)N2CCOCC2)c1	0.5	-310.7	5.9	·	·	-7.0	-24.4	-11.6
Cc1c(C)n(Cc2ccccc2)c2ncnc(N)c12	2.7	-3.0	-3.7	1.9	2.5	-0.9	-3.6	-0.4
Cc1ccc(N(CC(=O)N/N=C/c2cc(C)n(-c3ccccc3C)c2C)S(C)(=O)=O)cc1	9.8	4.5	-6.8	-1.0	-16.3	-4.5	1.8	19.4
C=CCc1cc(OC)ccc1OCC(O)CN1CCN(c2ccc(OC)cc2)CC1 (stereo unspecified)	1.2&0.1	12.5&7.4	3.4&-0.6	-6.5&0.9	-28.6&-1.1	1.5&0.1	-17.0&-6.5	6.8&4.0
O=C(Nc1ccc(S(=O)(=O)N2CCCc3ccccc32)cc1)C1CCCO1 (stereo unspecified)	-0.9	13.5	-1.6	-1.1	-5.4	11.1*	-6.1	0.3
Cc1cccc(C)c1NC(=S)N/N=C/c1ccccc1C(=O)O	0.2	30.8	0.6	-2.3	5.7	-0.9	-6.5	-4.8
Fc1ccc(NC(=S)NN2CCOCC2)cc1Cl	6.4	12.1	-11.4	8.1	-8.9	0.5	24.4	6.0
O=C(c1ccc(Br)o1)N1CCN(c2ccc(F)cc2)CC1	0.6	24.5	2.6	-7.8	-10.2	-0.3	-19.6	6.3
O=C(NC(=S)Nc1nc(-c2cccc3ccccc23)cs1)c1cc2ccccc2o1	0.4	5.3	1.8	2.9	4.1	-6.5	4.2	-8.4
CC(C)NC(=O)N(C)C[C@@H]1Oc2ccc(NC(=O)Nc3ccc(C(F)(F)F)cc3)cc2CC(=O)N([C@H](C)CO)C[C@@H]1C	-0.5	9.5	7.4	0.4	6.2	-6.5	-8.2	16.1
The listing continues.
SMILES	MPTP block	SENP8 inh	HKDC1 inhibitor	SENP7 block	SENP6 block	NR3A LBD binder	ATG4B inh	PfGluPho inh
Cc1ccc(S(=O)(=O)Nc2ccc3nc(C)sc3c2)cc1	67.7*	6.6	0.9	1.5	-18.9	0.8	-13.7	-5.8
Oc1ccccc1N=Cc1ccc[nH]1	0.2	40.6*	15.2	11.9	13.6	-1.0	-5.4	3.8
CCOC(=O)c1c(NC(=O)C2COc3ccccc3O2)sc2c1CC(C)(C)NC2(C)C (stereo unspecified)	0.4	-16.8	-9.0	-3.3	-9.7	-0.8	-10.0	15.9
CC(C)N(Cc1nc(-c2ccccc2)no1)C(=O)c1ccc(Cl)cc1	1.7	9.2	0.7	9.9	-13.9	1.7	-2.4	-2.8
O=C(CN1CCN(C(c2ccccc2)c2ccccc2)CC1)NCc1ccccc1	0.5	3.0	2.0	4.7	0.0	-0.3	0.1	8.2
CCOC(=O)C1CCN(c2cc3c(cc2NC(=O)c2ccccc2Cl)n(C)c(=O)n3C)CC1	-2.2	-130.5	-2.7	3.8	11.7	-0.4	-5.7	14.7
NC(=O)[C@@H]1CCCN1C(=O)c1ccc2nc(Cc3cccc(Cl)c3)oc2c1	-0.2	1.1	-2.9	-10.2	-9.1	0.6	-0.6	8.5
CCn1c(COc2ccccc2C)nnc1SCC(=O)N1CCCCC1	1.8	11.4	-9.3	-6.9	-11.0	-1.6	3.6	6.0
Cc1cc(C(=O)COC(=O)c2ccc(O)cc2O)c(C)n1-c1ccc(OC(F)F)cc1	1.1	-8.5	-0.9	9.0	-4.6	5.8	1.8	-2.2
O=C(c1ccc(OCC2CCCO2)cc1)N1CCN(S(=O)(=O)c2cccc(F)c2)CC1 (stereo unspecified)	-0.3	11.5	-8.5	0.5	-9.2	-1.9	-0.1	4.2
Cc1ccc(SCCNC(=O)C(CO)(CO)CO)cc1	0.4	4.8	-16.5	0.4	-17.5	2.1	-1.1	7.3
CC(c1ccccc1)C1CC(=O)N(c2ccc([N+](=O)[O-])cc2)C1=O (stereo unspecified)	0.2	5.6	-8.8	-3.3	-9.3	-3.2	-1.0	7.6
CCOC(=O)Cc1nnc(NC(=O)CSc2nncn2C)s1	0.4	10.8	-9.9	6.3	-11.1	0.2	-7.3	16.7

Outcome played no part in choosing rows. About 6.9% of those tested had a hit in this group.
